Screening data (PubChem BioAssay)
Salmonella PhoP GFP – PhoP-dependent GFP reporter repression – Salmonella Typhimurium, primary screen (AID 1863). actives 0.16% (n = 300,000). S. Typhimurium PhoP-regulated promoter GFP reporter, 4 h; higher % means a stronger effect. one-dose inhibition, % at 50 µM; IC50 in µM for titrated hits;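 active = inhibition over 29.93%, a cutoff 3 SD above the screen mean, later confirmed by dose response; inconclusive = inhibition over 29.93% but no dose response follow-up; inactive = inhibition at most 29.93% or unconfirmed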;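 note: 0% = low Mg2+ inducing control and 100% = high Mg2+ repressing control; strong numbers were not always called active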
NTR1 ag – agonists of NTR1, primary screen, imaging, U2OS cells, beta-arrestin-GFP, high content (AID 493036); activation, % at 20 µM; P30989; actives 0.17% (n = 330,000); NTR1-U2OS beta-arrestin-GFP spot imaging, agonist mode;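 active = activation at or above 40% of the spot to cytoplasm intensity ratio, with at least 20 cells analyzed; inconclusive = wells under 20 cells, flagged as cytotoxic or low count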;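 note: 0% = DMSO without peptide and 100% = 100 nM NTR1 peptide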
Target sequence (P30989 whole entry, looked up): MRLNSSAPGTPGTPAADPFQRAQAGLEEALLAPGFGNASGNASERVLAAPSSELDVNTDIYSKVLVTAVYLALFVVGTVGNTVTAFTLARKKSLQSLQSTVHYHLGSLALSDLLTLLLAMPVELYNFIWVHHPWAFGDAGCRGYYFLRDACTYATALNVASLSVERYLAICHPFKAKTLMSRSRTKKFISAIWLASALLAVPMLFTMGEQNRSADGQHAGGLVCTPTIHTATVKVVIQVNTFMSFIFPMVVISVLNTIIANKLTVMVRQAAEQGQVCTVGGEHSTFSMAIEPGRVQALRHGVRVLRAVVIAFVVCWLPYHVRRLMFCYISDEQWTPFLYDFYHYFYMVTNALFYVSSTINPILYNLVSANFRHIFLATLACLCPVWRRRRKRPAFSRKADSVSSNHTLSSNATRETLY
SV40 large T antigen – SV40 large T antigen inhibitors, biochemical (AID 1903). SV40 large T antigen ATPase/helicase inhibition assay; higher % means a stronger effect. inhibition, % at 20 µM, or IC50 in µM where a hit was titrated. actives 0.39% (n = 310,000); in the data active = a potency from the dose series; inconclusive = inhibition mostly from about 32% at the one dose, without a potency; inactive = the rest, 99 in 100 with inhibition below about 32%; note: strong numbers were not always called active
RSV CPE inhibition – RSV antiviral activity via CPE protection, HEp-2 cells, primary 10 µM value included (AID 2391); HEp-2 cells, RSV-induced CPE inhibition; higher % means a stronger effect; actives 0.13% (n = 310,000); one-dose CPE inhibition, % at 10 µM; IC50 in µM for titrated hits; in the data active = a potency from the dose series; inconclusive = CPE inhibition mostly from about 23% at the one dose, without a potency; inactive = the rest, 99 in 100 with CPE inhibition below about 21%; note: strong numbers were not always called active
UTI89 phage lysis – inhibition of K1F phage lysis, E. coli UTI89, bacterial capsule biogenesis inhibitors, alamar blue (AID 488966) | E. coli UTI89 K1F phage lysis, alamar blue, 2 h; higher % means a stronger effect | inhibition, % at 100 µM, or IC50 in µM where a hit was titrated | actives 0.02% (n = 340,000);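 active = phage lysis inhibition, versus mean bacterial control, above a set limit; inconclusive = no clear call, values can overlap the other calls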;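 note: capsule biogenesis inhibitors block K1F phage lysis so surviving cells raise fluorescence; higher fluorescence means more inhibition of phage lysis; actives were called in the ten point dose series up to 300 µM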
Myeloid diff MLP – compounds promoting myeloid differentiation | ER-HoxA9 myeloid progenitors, lysozyme-GFP differentiation, flow cytometry | calls only at 10 µM | actives 1% (n = 360,000) | AID 624256;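 active = normalized GFP-positive differentiation at or above the plate's own cutoff, the solvent-only control mean plus 3 SD; inconclusive = no clear call, values can overlap the other calls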;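 note: cells exposed to compound for four days before flow analysis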
T cell modulator – modulates CD8 T cell binding to vesicles | 2C CD8+ T cell-vesicle binding, flow cytometry; hits give low values | calls only at 7 µM | actives 0.068% (n = 330,000) | AID 2052;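 active = response, share of CD8 T cells binding vesicles, and their 90th percentile fluorescence all below set limits, cut at about 80% in these data, passing the limit was not always enough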
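Assay system – 2C mouse CD8+ T cells · Also added – QL9-loaded Drosophila micro-vesicles · Timing – Cell–vesicle co-incubation 1.5 h at 37 °C, staining 20 min on ice · Signal – flow cytometry of vesicle-bound cells · Measure – percent CD8+ FL2 mean versus row control · Controls – Peptide-free naked vesicles (low) and QL9 vesicles with 0.7% DMSO vehicle (high)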
TNAP activation fold – stimulation of alkaline phosphatase TNAP activity – biochemical, luminescent, no phosphate acceptor, uHTS, primary screen (AID 1001) | actives 0.03% (n = 200,000) | purified TNAP, luminescent activation assay, no phosphate acceptor; higher activation fold means a stronger effect | activation fold at 20 µM; hits with a dose series show EC50 in µM; in the data active = activation fold from about 3, or a potency from the dose series; inactive = the rest, 99 in 100 with activation fold below about 1.6; note: many of its hits are not listed in these tables
Rac1 GTP hydrolysis – MgcRacGAP GTPase-activating activity inhibitors, confirmation, biochemical, ADP Hunter fluorescence; MgcRacGAP-stimulated Rac1 GTP hydrolysis, ADP Hunter fluorescence; higher % means a stronger effect; GST-tagged Rac1 F28L mutant substrate; inhibition, % at 30 µM, or IC50 in µM where a hit was titrated; actives 0.6% (n = 340,000); AID 624330;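 active = first-screen hits whose inhibition reached a set limit at any dose in the follow-up dose series; inconclusive = inhibition above the set first-screen limit but never retested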;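 note: fluorescence reports GDP produced by GAP-driven GTP hydrolysis; strong numbers were not always called active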
T cell modulator vesicle-bound % – further read-out of T cell modulator, marked with its call; double positive events, %; measured here: CD8+ vesicle-bound cell fraction;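 binding gate set so that unloaded-vesicle control wells show 10% double positive cells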
NTR1 ag cell count 20 µM – also measured in NTR1 ag; calls as there; cell count; measured here: cell count, cytotoxicity flag
Myeloid diff MLP GFP+ MAC1+ % – also measured in Myeloid diff MLP; calls as there; GFP+ MAC1+ double positive, %; measured here: differentiation confirmed by MAC1 staining
* marks the source's active call; other numbers are inactive results; i = inactive; ? = inconclusive; / = no result given; + = active, no number; [ ] = another dose, or the depositor's remark.

Every second line gives: Myeloid diff MLP GFP+ MAC1+ %	Myeloid diff MLP	NTR1 ag cell count 20 µM	Salmonella PhoP GFP	RSV CPE inhibition	NTR1 ag	T cell modulator vesicle-bound %	TNAP activation fold	Rac1 GTP hydrolysis	SV40 large T antigen	UTI89 phage lysis	T cell modulator
CS(=O)(=O)N(Cc1ccc(Cl)cc1)c1ccc(C(=O)NCCSc2ccccn2)cc1
 : 6.2*	+	74	4.8%	0.5%	5.4	3.5	1.1	-1.2%	3.4%	-0.1%[50 µM]	i
Cc1ccccc1S(=O)Cc1ccc(C(=O)NC2CCN(Cc3ccccc3)CC2)o1 (centres undefined)
 : /	?	52	-1.5%	0.8%	-0.2	9.3	/	-5.3%	6.9%	0.3%	i
CCN1/C(=C/C(C)=C/c2sc3ccccc3[n+]2CC)Sc2ccccc21
 : /	?	23	17.7µM*	-4.5%	-2.2	56.9	0.4	?	?	2.3%	i
Cc1cccc(-c2noc(CCCC(=O)Nc3ccc(C(N)=O)cc3)n2)c1
 : 6.5	i	65	2.4%	0.4%	1.3	28.4	1.2	-2.9%	10.3%	4.6%	i
CCC(=O)Nc1ccc2c(c1)nc(CCN1CCC(C)CC1)n2C
 : 0.9	i	104	4.4%	1.0%	-1.0	24.6	/	4.0%	2.3%	0.0%	i
Cc1c(C(=O)c2ccccc2C(=O)O)sc2ccccc12
 : 0.3	i	101	-1.3%	-0.1%	1.3	54.0	/	7.0%	14.7%	0.3%	i
O=C(/C=C/c1ccc2c(c1)OCO2)Nc1c(C(=O)O)[nH]c2ccccc12
 : 0.5	i	88	-1.1%	1.4%	0.7	16.7	1	16.2%	6.2%	-0.3%[50 µM]	i
Cc1ccc(C(=O)N/C(=C/c2ccc(-c3cccc([N+](=O)[O-])c3)o2)C(=O)NC(C)(C)C)cc1
 : /	?	43	10.1%	2.5%	5.5	6.8	1	-0.5%	-1.4%	0.4%[50 µM]	i
c1cncc(Oc2cccc(Oc3cccnc3)c2)c1
 : 0.8	i	69	5.3%	-0.6%	3.7	39.8	1.1	8.1%	2.7%	1.9%	i
FC(F)(F)c1cccc(Cc2noc(CN3CCC(c4ccncc4)CC3)n2)c1
 : 1.2	i	52	-6.2%	1.1%	0.4	5.2	1.1	1.3%	-1.3%	-0.1%	i
CCn1cc(C(=O)O)c(=O)c2cc(F)c(N3CCN(C(=S)NC(=O)c4c(OC)cccc4OC)CC3)cc21
 : /	/	56	30µM*	8.3%	1.7	19.9	/	8.1%	1.7%	1.7%	i
CCc1nc(NCCO)c(C#N)c2c1CCCC2
 : 0.5	i	60	-11.5%	39.8%	2.2	21.9	/	-0.4%	14.6%	-0.1%	i
O=C(NN=Cc1ccccc1OC(F)F)c1cccc(S(=O)(=O)N2CCCC2)c1
 : 1.0	i	55	/	/	-0.3	38.2	/	5.0%	/	1.5%	i
O=C(NCc1ccco1)c1ccc(C(=O)NCc2ccco2)s1
 : 1.3	i	50	8.5%	1.2%	-0.6	37.0	1.1	6.7%	-2.8%	-1.2%	i
N=c1c(S(=O)(=O)c2ccccc2)cc2c(=O)n3ccccc3nc2n1CC1CCCO1 (centres undefined)
 : 0.3	i	62	-9.2%	2.3%	4.0	47.6	1	3.6%	5.6%	3.8%	i
CCn1c(SCC(=O)NC(=O)NC(C)(C)C)nc2ccccc21
 : 0.3	i	40	-2.3%	1.9%	1.0	38.5	0.9	7.2%	-7.8%	-0.2%	i
Nc1cc(N)nc(SCC(=O)Nc2cccc(S(=O)(=O)N3CCCCC3)c2)n1
 : 1.7	i	60	/	4.8%	-1.4	38.7	/	1.3%	/	0.8%[50 µM]	i
CCOc1ccccc1NC(=O)COC(=O)c1cc(C(=O)OC)cc([N+](=O)[O-])c1
 : 0.8	i	80	-6.7%	1.5%	1.4	41.6	1.1	9.8%	13.9%	2.6%[50 µM]	i
COc1cc(NC(=O)Cc2ccccc2)ccc1NC(=O)c1ccco1
 : 0.2	i	77	7.6%	1.9%	3.1	22.4	1.1	10.3%	-2.5%	-0.1%	i
Nc1nnc(Cc2ccc(Cl)cc2)s1
 : 0.3	i	76	21.5%	1.9%	-0.5	39.5	1.1	3.1%	14.1%	3.2%[50 µM]	i
CC(C)(C)OC(=O)N1CCC[C@H]1C(=O)N/N=C/c1ccc2ncccc2c1
 : 0.5	i	54	7.2%	/	0.8	27.2	/	8.0%	7.3%	-0.7%	i
O=C(c1ccc(Cl)c(S(=O)(=O)N2CCCC2)c1)N1CCN(c2ccccc2F)CC1
 : 0.5	i	48	-15.0%	19.7%	0.0	42.5	1	1.8%	5.6%	0.3%	i
Cc1cc(=O)n2[nH]c(-c3cccnc3)nc2n1
 : /	/	68	3.7%	-0.7%	-1.1	35.7	1.1	/	0.8%	/	i
COCOc1ccc(C2CC(=O)c3c(OCOC)cc(OCOC)cc3O2)cc1 (centres undefined)
 : 1.0	i	85	2.9%	1.6%	-0.3	28.4	/	2.7%	10.9%	-0.2%	i
Cc1ccsc1C(=O)OCC(=O)NC1CCS(=O)(=O)C1 (centres undefined)
 : 0.0	i	41	4.8%	1.9%	0.3	11.3	1.2	0.7%	3.0%	0.8%	i
O=C(CCNc1ccc(F)cc1)c1ccco1
 : 0.3	i	41	13.4%	1.8%	-1.3	16.7	1.1	15.1%	2.8%	0.7%	i
O=C(c1cc(-c2ccccn2)nc2c(Cl)cccc12)N1CCN(C(=O)C2CCCO2)CC1 (centres undefined)
 : 0.0	i	54	-13.3%	1.6%	-1.0	30.7	1.1	-4.6%	9.7%	0.6%	i
O=C(Nc1ccnn1C1CCN(C2CCCC2)CC1)c1ccccc1
 : 0.5	i	57	2.9%	0.1%	-0.5	5.0	/	8.6%	-0.6%	1.8%[50 µM]	i
CCc1nc(SCC(=O)Nc2c(C)n(C)n(-c3ccccc3)c2=O)n[nH]1
 : 0.9	i	72	-21.2%	1.1%	1.6	18.4	1.1	1.3%	5.7%	0.4%	i
O=C(COc1ccc(S(=O)(=O)N2CCOCC2)cc1)Nc1ccccc1C(F)(F)F
 : 0.3	i	57	9.4%	-0.8%	-0.1	36.0	1.1	8.5%	35.6%	6.5%	i

Every second line gives: Myeloid diff MLP GFP+ MAC1+ %	Myeloid diff MLP	NTR1 ag cell count 20 µM	Salmonella PhoP GFP	RSV CPE inhibition	NTR1 ag	T cell modulator vesicle-bound %	TNAP activation fold	Rac1 GTP hydrolysis	SV40 large T antigen	UTI89 phage lysis	T cell modulator
O=C(CSc1nnc(-c2ccncc2)o1)c1ccc2c(c1)OCCO2
 : 0.2	i	70	0.3%	0.3%	0.5	54.2	1	6.9%	9.3%	-0.5%	i
O=C(Nc1nnc(C2=COCCO2)o1)C1CCCCC1
 : 0.4	i	35	4.8%	1.0%	0.0	4.0	1	4.4%	7.7%	1.6%	i
CCOCCCNC(=O)c1ccc(NC(=O)C2=CSCCO2)cc1
 : 1.0	i	71	1.9%	-0.2%	0.6	26.6	/	4.2%	11.5%	0.0%	i
Cc1ccc(C(c2sc3nc(C)nn3c2O)N2CC(C)OC(C)C2)cc1 (centres undefined)
 : 0.8	i	53	-15.9%	0.8%	-0.6	50.3	1.1	3.0%	2.5%	-1.9%	i
Cc1ccc(C(=O)CC(c2cccs2)S(=O)(=O)c2ccc(C)cc2)cc1 (centres undefined)
 : 0.7	i	52	0.9%	0.6%	-0.9	33.3	1.1	13.7%	16.5%	2.4%	i
COc1ccc(CCNC(=O)COC(=O)c2cncc(Br)c2)cc1OC
 : 1.6	i	49	/	/	-2.0	52.2	/	2.4%	/	0.6%[50 µM]	i
c1ccc(-c2ccccc2OCCCCn2ccnc2)cc1
 : 0.6	i	47	5.6%	2.0%	-1.6	52.9	/	127µM*	7.1%	-0.1%	i
Cc1ccc2nc(-c3ccc(NC(=O)CNC4CC4)cc3)sc2c1
 : 0.2	i	/	-2.9%	/	/	/	1	25.2%	0.0%	-1.1%	/
Cc1ccc(NC(=O)CSC2=NCCN2)cc1
 : 0.0	i	33	-7.7%	3.1%	0.1	53.8	1	0.1%	10.8%	2.6%	i
COc1ccc(OC)c(/C=C/C(=O)N2CCN(S(=O)(=O)c3ccc(C)cc3C)CC2)c1
 : 1.9	i	57	/	5.1%	3.1	31.1	/	3.2%	/	0.9%[50 µM]	i
COC(=O)C1CCN(c2ccc([N+](=O)[O-])cc2[N+](=O)[O-])CC1
 : 0.6	i	42	-2.2%	-2.6%	-0.8	42.9	1	7.9%	-2.7%	0.2%	i
COc1cc(-c2nc(-c3cccnc3)no2)cc(OC)c1OC
 : 0.2	i	43	-6.2%	2.6%	3.5	21.7	1	5.4%	6.5%	5.0%	i
CCOC(=O)c1c(NC(=O)COC(=O)c2ccc([N+](=O)[O-])cc2)sc(C(=O)N(C)C)c1C
 : 0.9	i	66	-4.7%	-1.1%	1.8	25.9	/	8.5%	17.2%	0.7%[50 µM]	i
O=C(CCc1ccccc1)Nc1ccc(F)c([N+](=O)[O-])c1
 : 0.0	i	43	4.3%	0.7%	0.4	51.4	1.2	-4.2%	13.1%	-0.2%	i
COc1ccc(-c2nc(N3CCCC3)[nH]c(=O)c2C#N)cc1
 : 1.1	i	72	-11.1%	1.9%	1.8	57.2	1.1	4.0%	2.0%	0.5%	i
CC(C)c1ccc(NC(=O)NC2CCN(CC(=O)Nc3cccc4ccccc34)CC2)cc1
 : 0.2	i	40	-10.8%	3.9%	0.0	46.0	/	13.1%	13.6%	0.8%	i
O=C(O)C(O)C(O)c1nc2ccccc2[nH]1 (centres undefined)
 : 0.5	i	41	2.6%	-0.3%	1.7	62.2	1.3	3.0%	-2.9%	0.6%	i
COc1ccc2nc3oc(C(=O)N4CCN(c5cccc(Cl)c5)CC4)cc3cc2c1
 : 0.7	i	46	-0.5%	2.1%	4.1	57.7	1	-0.8%	-0.8%	-0.1%	i
CCS(=O)(=O)c1nc(S(=O)(=O)c2ccc(Cl)cc2)c(N2CCC(O)CC2)s1
 : 1.3	i	77	-2.9%	2.1%	-0.1	30.6	/	-2.0%	19.4%	0.1%	i
Nc1nonc1-c1noc(CCCN2C(=O)c3ccccc3C2=O)n1
 : 0.0	i	45	-7.4%	0.8%	1.7	38.9	1.1	3.9%	10.8%	-2.0%	i

Compounds were not picked by outcome; 2.3% or so of the library scored in one or more.
